Vc quorum ag: inducers of Vibrio cholerae quorum light production without autoinducers; V. cholerae BH1578 lux reporter, luminescence, 6 h; activation, % at 18.7 µM; 350,000 tested, 0.16% active; AID 588436; in the data active = activation mostly above about 9.7%, no sharp cut-off; inconclusive = no clear call, values can overlap the other calls; inactive = mostly below about 3.7%; also: not every result past the cut was called active; inactives centre near 0; reference of the scale not given here
BoNT-A LC inh2: inhibitors of Botulinum neurotoxin A light chain protease. AID 588499. 360,000 tested, 0.17% active. inhibition, % at 10 µM. multiplex microsphere protease substrate cleavage, flow cytometry; also: plate controls were buffer without enzyme for full effect and enzyme alone for no effect
SARS 3CLpro inh: SARS-CoV 3CLpro protease inhibition. recombinant SARS-CoV 3CLpro, quenched FRET peptide cleavage. inhibition, % at 6 µM. 290,000 tested, 0.14% active; in the data active = inhibition above about 12%
Anthrax LF inh2: blocks Bacillus anthracis lethal factor protease; P15917; multiplex microsphere protease cleavage assay, LF; inhibition, % at 10 µM; 360,000 tested, 0.12% active; AID 588501; also: plate controls were buffer without enzyme for full effect and enzyme alone for no effect
Target sequence (P15917 whole entry, looked up): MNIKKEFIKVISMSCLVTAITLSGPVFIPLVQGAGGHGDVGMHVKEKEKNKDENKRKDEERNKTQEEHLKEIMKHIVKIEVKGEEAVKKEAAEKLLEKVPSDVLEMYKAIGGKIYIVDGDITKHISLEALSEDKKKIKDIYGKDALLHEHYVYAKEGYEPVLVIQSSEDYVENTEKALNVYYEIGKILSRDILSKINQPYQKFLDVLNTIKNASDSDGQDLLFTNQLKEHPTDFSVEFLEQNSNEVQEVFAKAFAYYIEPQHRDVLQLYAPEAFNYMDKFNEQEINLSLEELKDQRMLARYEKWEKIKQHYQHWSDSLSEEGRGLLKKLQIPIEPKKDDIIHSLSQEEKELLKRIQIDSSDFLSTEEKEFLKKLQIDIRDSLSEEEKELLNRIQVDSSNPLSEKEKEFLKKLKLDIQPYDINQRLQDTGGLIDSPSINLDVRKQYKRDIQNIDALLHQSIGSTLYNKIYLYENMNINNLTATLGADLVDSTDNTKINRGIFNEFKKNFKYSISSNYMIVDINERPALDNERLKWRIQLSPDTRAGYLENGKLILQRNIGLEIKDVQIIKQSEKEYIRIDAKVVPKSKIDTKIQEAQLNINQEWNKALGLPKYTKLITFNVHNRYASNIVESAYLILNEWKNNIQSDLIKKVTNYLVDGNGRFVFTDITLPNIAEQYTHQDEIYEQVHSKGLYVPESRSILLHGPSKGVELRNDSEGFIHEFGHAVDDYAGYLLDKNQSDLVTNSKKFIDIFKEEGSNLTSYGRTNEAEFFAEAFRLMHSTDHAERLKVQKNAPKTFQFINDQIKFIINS
TcdB inh: inhibitors of Clostridioides difficile toxin B glycohydrolase; TcdB glycohydrolase enzymatic assay, plate reader; inhibition, % at 9.99 µM; 350,000 tested, 0.24% active; AID 652162; in the data active = inhibition above about 10%
VHR inh abs: blocks human VHR1 dual specificity phosphatase; inhibition, % at 13.3 µM; P51452; 290,000 tested, 0.52% active; recombinant VHR phosphatase, pNPP absorbance; in the data active = inhibition above about 50%; also: some compounds called inactive have numbers as strong as hits
Target sequence (P51452 whole entry, looked up): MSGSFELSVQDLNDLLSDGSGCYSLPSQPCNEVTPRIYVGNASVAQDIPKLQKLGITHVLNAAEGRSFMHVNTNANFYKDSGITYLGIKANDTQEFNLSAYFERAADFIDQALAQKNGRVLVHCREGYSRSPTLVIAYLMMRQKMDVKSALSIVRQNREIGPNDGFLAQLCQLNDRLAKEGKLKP
Y pestis TopoI: blocks Yersinia pestis topoisomerase I activity; activity, % at 10 µM; Y. pestis Topo-I cleavage product accumulation, plate reader; 360,000 tested, 0.064% active; in the data active = activity above about 50%, passing the limit was not always enough; inconclusive = no clear call, values can overlap the other calls; also: inactives centre near 2
PfHsp40 rescue: restores yeast growth despite PfHsp40 toxicity. 340,000 tested, 0.68% active. AID 504582. S. cerevisiae expressing PfHsp40, growth rescue, ATP luminescence. growth rescue, % at 12.5 µM; in the data active = growth rescue above about 28%, passing the limit was not always enough; inconclusive = no clear call, values can overlap the other calls;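 also: yeast W303a lacking pdr1 and pdr3 grown in galactose medium; growth measured after three days at 30 °C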
CCHFV vOTU inh: CCHFV vOTU protease inhibition; inhibition, % at 11.5 µM; Pep-AMC fluorescence; 370,000 tested, 0.55% active; in the data active = inhibition above about 30%; also: 0% = vehicle wells with enzyme and 100% = no enzyme wells
PriA SSB inh: inhibitors of Klebsiella pneumoniae PriA binding to SSB C-terminal tail. 430,000 tested, 0.6% active. AlphaScreen SSBct-PriA binding, biotinylated peptide. AID 1272365. inhibition, % at 33 µM; in the data active = inhibition mostly above about 37%, no sharp cut-off; inactive = mostly below about 20%;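 also: plate controls were negative control peptide for no effect and reference peptide for full effect; strong numbers were not always called active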
* marks the source's active call; other numbers are inactive results; i = inactive; ? = inconclusive; · = no result given. Rule as the data show it, unless noted: active = inhibition above about 30%; inconclusive = no clear call, values can overlap the other calls; inactive = below that. This is a subset. The share of hits here may be higher or lower than overall.

SMILES	Vc quorum ag	BoNT-A LC inh2	SARS 3CLpro inh	Anthrax LF inh2	TcdB inh	VHR inh abs	Y pestis TopoI	PfHsp40 rescue	CCHFV vOTU inh	PriA SSB inh
CCOc1cc(C(=O)Nc2cc(C)ccc2C)ccc1OCC(=O)N1CCCCC1	-1.7	0.2	-3	0	·	23	-7	-1.8	5	-4
O=C(CCCCCCCC(=O)N1CCCC1)N1CCCC1	i	-0.4	·	-1	0.4	·	1	-0.2	5	7
Cc1c(NC(=O)COC(=O)CCc2c[nH]c3ccccc23)c(=O)n(-c2ccccc2)n1C	i	-0.2	-4	3	1.7	-2	-2	0.8	-3	0
CCCCNCC1CCCO1 (stereo unspecified)	-0.6	0.4	-3	-11	1.1	28	6	0.2	-8	-4
O=C(COc1ccc(S(=O)(=O)NC2CCCCC2)cc1)NC1CCCCC1	0.5	-1.6	4	-2	·	-5	14	-0.1	7	4
CCOC(=O)c1cnc2ccc(OCC)cc2c1NCc1ccccc1	-0.6	0.2	3	-2	0.8	4	15	0.1	7	-10
CCCOc1ccc2c3c(c(=O)oc2c1OCCC)CCCC3	i	-0.3	2	0	·	32	41	4.1	14	-15
CC(Nc1ccc(Br)cn1)c1cc(Cl)ccc1O (stereo unspecified)	i	-1.1	0	-3	·	3	-10	0.1	1	-26
Cc1ccc2c(c1)N(CC(=O)Nc1ccccc1F)C(=O)CO2	0.3	-2.1	-3	5	-0.1	-10	0	0.5	-3	-12
N/C(=N\OC(=O)c1ccccc1Cl)c1cccc([N+](=O)[O-])c1	-0.4	·	-2	·	0.0	1	-7	0.7	4	·
Cc1ccc(C)c(NC(=O)COC(=O)c2c(C)nn(-c3ccccc3)c2C)c1	i	-0.7	·	-4	1.4	·	3	-0.5	-7	0
O=C(CNC(=O)c1cccc(F)c1)NC1CC1	-3.2	0.1	·	4	0.6	·	-8	1.1	6	-4
Oc1ccc(N=Nc2ccc3c(c2)OCCO3)c(O)c1	i	0.3	0	-15	-0.3	19	-6	-0.6	-2	27
OCc1cccc[n+]1Cc1ccccc1	i	-7.0	·	-7	-0.5	·	-5	?	-15	-17
CC(C)c1ccc(NC(=O)C2C3C=CC4(O3)C2C(=O)N(CCCN2CCOCC2)C4C(=O)NC2CCCCC2)cc1 (stereo unspecified)	i	0.5	1	-9	0.9	-8	-3	0.2	-9	-5
CC[C@H]1C(=O)[C@@H](Cc2ccccc2)[C@@H]2CCN3C(=O)CCC[C@H]1[C@H]23	i	0.2	·	-4	0.7	·	-1	-0.8	-4	2
CCCN(c1nc(C)cc(OC)n1)S(=O)(=O)c1ccccc1	i	0.8	-1	-2	2.4	21	15	-0.6	4	-9
CC(C)NC(=O)Cn1nc(C(F)(F)F)c2c1CCC2	5.6	-0.4	3	2	·	-5	-4	0.8	7	-22
NNc1nc(Nc2ccc([N+](=O)[O-])cc2)nc(N2CCCCCC2)n1	i	-1.2	7	7	0.9	21	1	-2.5	1	54*
CCN1CCN(c2ncc3c(n2)CC(c2ccc(OC)c(OC)c2)CC3=O)CC1 (stereo unspecified)	-0.4	-1.3	1	-18	·	40	0	0.8	1	0
Cc1ccccc1NC(=O)Cc1nc(COC(=O)c2cccnc2Cl)cs1	i	0.0	·	6	1.7	·	4	0.2	6	-13
O=C(COc1ccc(Cl)cc1Cl)N1CCNC1=O	i	2.5	·	1	-0.2	·	10	1.1	16	-27
C#Cc1cccc(Nc2nc(NC(C)C)nc3ccsc23)c1	-0.6	0.3	·	7	1.1	·	-19	·	9	·
Cc1ccc(NC(=O)C(C)Sc2nc(-c3ccccc3)cc(=O)[nH]2)cc1 (stereo unspecified)	-1.5	0.8	4	-6	0.2	-19	2	-0.4	3	5
COc1ccc(CCC(=O)NCc2cnn(C)c2)cc1	5.3	0.4	-1	-2	·	21	6	-0.5	0	3
O=C(N/N=C1\CC2CC=CC12)c1ccccc1Cl (stereo unspecified)	-0.1	-0.4	4	3	-1.2	0	1	0.3	2	·
Cc1ccc(OCC(=O)N2CCc3ccccc3C2)c([N+](=O)[O-])n1	-0.3	-0.9	7	-1	1.0	26	9	-0.6	-5	-8
CCCCn1c(N)c(N(CCC(C)C)C(=O)CCCc2nc3ccccc3s2)c(=O)[nH]c1=O	-0.4	0.9	1	4	-0.2	27	5	0.7	8	-7
Cc1cc(N2CCCC2)ccc1C=C(C#N)C#N	i	0.7	4	-3	0.1	22	4	-1.1	-4	1
Cc1noc(NS(=O)(=O)c2ccc(NC(=O)c3cccc(S(=O)(=O)Nc4ccccc4F)c3)cc2)c1C	i	0.8	·	2	-0.8	·	9	-0.4	-6	-6
Cc1ccc(-c2cc(C(=O)N/N=C/c3c(C)nn(C)c3C)c3ccccc3n2)cc1C	-0.4	-1.7	4	1	·	11	-1	0.6	5	·
CNC(=S)N1CCC(n2cnc3ccccc32)CC1	-0.4	-1.6	5	-5	0.3	11	-11	0.5	-5	-18
O=c1cc(-c2ccccc2Cl)oc2c([N+](=O)[O-])c(O)cc(O)c12	i	-0.5	0	-6	-0.1	9	-4	1.7	16	4
O=C(Cc1nnc(NC(=O)c2cccc([N+](=O)[O-])c2)s1)NCc1ccccc1	i	2.1	0	2	0.1	10	5	-1.4	13	-5
CC1(Cc2cc(Cl)ccc2C(F)(F)F)C(=O)Nc2c(Cl)cccc21 (stereo unspecified)	0.9	-0.3	·	0	1.9	·	12	·	12	·
Cc1nc(NC(=O)CN2CCC(O)(c3ccc(F)cc3)CC2)sc1C	-0.1	0.6	3	-7	0.2	26	-3	-0.2	-2	-7

11 entries from above, as comma-separated lines:
Structure,Vc quorum ag,BoNT-A LC inh2,SARS 3CLpro inh,Anthrax LF inh2,TcdB inh,VHR inh abs,Y pestis TopoI,PfHsp40 rescue,CCHFV vOTU inh,PriA SSB inh
C#Cc1cccc(Nc2nc(NC(C)C)nc3ccsc23)c1,-0.6,0.3,·,7,1.1,·,-19,·,9,·
Cc1ccc(NC(=O)C(C)Sc2nc(-c3ccccc3)cc(=O)[nH]2)cc1 (stereo unspecified),-1.5,0.8,4,-6,0.2,-19,2,-0.4,3,5
COc1ccc(CCC(=O)NCc2cnn(C)c2)cc1,5.3,0.4,-1,-2,·,21,6,-0.5,0,3
O=C(N/N=C1\CC2CC=CC12)c1ccccc1Cl (stereo unspecified),-0.1,-0.4,4,3,-1.2,0,1,0.3,2,·
Cc1ccc(OCC(=O)N2CCc3ccccc3C2)c([N+](=O)[O-])n1,-0.3,-0.9,7,-1,1.0,26,9,-0.6,-5,-8
CCCCn1c(N)c(N(CCC(C)C)C(=O)CCCc2nc3ccccc3s2)c(=O)[nH]c1=O,-0.4,0.9,1,4,-0.2,27,5,0.7,8,-7
Cc1cc(N2CCCC2)ccc1C=C(C#N)C#N,i,0.7,4,-3,0.1,22,4,-1.1,-4,1
Cc1noc(NS(=O)(=O)c2ccc(NC(=O)c3cccc(S(=O)(=O)Nc4ccccc4F)c3)cc2)c1C,i,0.8,·,2,-0.8,·,9,-0.4,-6,-6
Cc1ccc(-c2cc(C(=O)N/N=C/c3c(C)nn(C)c3C)c3ccccc3n2)cc1C,-0.4,-1.7,4,1,·,11,-1,0.6,5,·
CNC(=S)N1CCC(n2cnc3ccccc32)CC1,-0.4,-1.6,5,-5,0.3,11,-11,0.5,-5,-18
O=c1cc(-c2ccccc2Cl)oc2c([N+](=O)[O-])c(O)cc(O)c12,i,-0.5,0,-6,-0.1,9,-4,1.7,16,4

(more compounds)
SMILES	Vc quorum ag	BoNT-A LC inh2	SARS 3CLpro inh	Anthrax LF inh2	TcdB inh	VHR inh abs	Y pestis TopoI	PfHsp40 rescue	CCHFV vOTU inh	PriA SSB inh
Cc1nc2c(O)cccc2cc1CO	i	0.5	-2	16	1.2	36	5	-1.2	-1	-15
Cc1ccc(CN2CCN(CC(=O)N/N=C/c3ccccc3F)CC2)cc1	i	?	-2	10	0.5	-13	1	20	-4	i
Cc1cc(=O)c(C(=O)Nc2ccc(N3CCOCC3)cc2N2CCOCC2)nn1-c1ccccc1Cl	-2.9	-0.5	·	-1	1.1	·	-6	-0.2	9	-9
CC(C)(C)NC(=O)C(=O)NNC(=O)c1ccccc1	0.8	-1.1	1	1	3.0	37	-2	-1.2	5	-4
CC(=O)c1ccc(N2CCN(CN3C(=O)CC4(CCCC4)C3=O)CC2)c(F)c1	i	-2.2	-3	-7	0.6	34	2	0.0	-5	-14
O=C(c1cc2ccccc2o1)N1CCN(S(=O)(=O)c2ccc(Cl)s2)CC1	i	2.4	·	11	6.9	·	20	-0.6	-3	5
CCN(CC)C(=O)c1ncn(Cc2ccccc2)c1C(=O)N(CC)CC	i	-0.2	·	0	0.7	·	-2	-0.2	-3	-23
COc1ccccc1NC(=O)CSc1nc(=O)n2cc(C)ccc2n1	i	-6.2	·	-7	1.7	·	5	-0.9	3	9
C=CCNC(=S)Nc1cccc2[nH]ncc12	i	1.7	6	-2	0.8	17	0	-2.3	-5	-2
Cc1ccc(NS(=O)(=O)c2c(C)[nH]c(C)c2C(=O)N2CCCCC2)cc1F	i	0.7	1	1	-4.1	1	6	-1.3	10	-5
CN1C(=O)C(CC(N)=O)N(NC(=O)c2ccc(Cl)cc2)C1=S (stereo unspecified)	-0.3	-0.7	-1	-4	·	-3	7	1.5	-4	-6
N#CCC(=O)Nc1ccc(C(=O)N2CCN(c3ccccn3)CC2)cc1	2.8	-0.3	0	-2	3.5	-2	1	0.7	-2	2
CCc1cccc(OCCOCCN2CCCC2)c1	-5.2	0.5	2	-7	·	0	0	0.2	0	-9
O=C(NCc1ccccc1)C1CCC(CNS(=O)(=O)c2cccs2)CC1 (stereo unspecified)	-0.2	1.4	8	3	0.8	17	10	0.0	-8	-1
Cc1cccc(N=Nc2c(C)nn(-c3ccccc3)c2N)c1C	-0.3	-1.7	-12	-4	0.2	0	24	4.1	20	-12
CCC[C@@H](CN1CCC[C@H]1CN1C(N)=NC[C@@H]1Cc1ccccc1)N1C[C@@H](Cc2ccccc2)N(CCCC2CCCC2)C1=N	-11	0.0	·	-10	·	·	-11	2.1	·	12
Cc1nc2c(=O)n(-c3ccc(F)c(Cl)c3)nc(C)c2s1	0.1	·	6	·	-0.3	20	-4	·	5	-7
COc1cc(NC(=O)C2CSC3(C)CCC(=O)N23)c(OC)cc1Cl (stereo unspecified)	1.9	2.8	·	2	0.2	·	10	0.7	20	-17
C[C@H](CO)N1C[C@H](C)[C@@H](CN(C)S(=O)(=O)c2cccs2)Oc2c(NC(=O)CCC(F)(F)F)cccc2C1=O	0.6	-0.9	·	-1	-0.1	·	30	2.2	-5	1
CCCNC(=O)CCc1c(C)nc2nc(-c3cc(OC)cc(OC)c3)nn2c1C	i	-0.5	-2	-4	·	31	0	-0.5	-7	8
Cc1ccc(C23CC4CC(CC(C(=O)N5CCN(C)CC5)(C4)C2)C3)cc1	-0.2	·	-1	·	0.3	9	3	-0.7	-6	5
CC(=O)C1C(c2cccc(F)c2)NC(=O)NC1(O)C(F)(F)F (stereo unspecified)	i	-0.4	3	0	·	34	4	-0.9	12	-5
CCN(CC)S(=O)(=O)c1ccc(OC)c(NC(=O)c2ccc(=O)[nH]c2)c1	-0.3	-0.6	2	-5	1.6	11	-1	2.9	-11	-2
CC(=O)Nc1ccc(S(=O)(=O)N2CCN(C(=O)c3ccccc3F)CC2)cc1	-0.7	2.5	2	6	·	1	-11	-0.6	2	-5
CC1CCCC(NC(=O)CCCn2ncn3c(cc4occc43)c2=O)C1C (stereo unspecified)	i	4.5	0	3	-5.4	6	-6	3.3	-1	13
Cc1ccc(NC(=O)COC(=O)C2CCN(c3ccc(C(F)(F)F)cn3)CC2)cc1C	i	0.3	·	1	0.1	·	27	2.0	12	-18

Assay outcomes as filed in PubChem BioAssay.
